# Screening data deposited in PubChem BioAssay by several laboratories.
# CCHFV vOTU inh: blocks the CCHF virus ovarian tumor domain protease; 370,000 tested, 0.55% active; CCHFV vOTU protease, Pep-AMC fluorescence; inhibition, % at 11.5 µM; further: 0% = vehicle wells with enzyme and 100% = no enzyme wells
# BoNT-A LC inh2: inhibitors of Botulinum neurotoxin A light chain protease. multiplex microsphere protease substrate cleavage, flow cytometry. inhibition, % at 10 µM. 360,000 tested, 0.17% active. AID 588499; in the data active means inhibition above about 30%; further: plate controls were buffer without enzyme for full effect and enzyme alone for no effect
# FadD28 binding: M. tuberculosis FadD28 bisubstrate binding inhibition | FadD28 bisubstrate probe binding, fluorescence polarization | inhibition, % at 12.5 µM | 360,000 tested, 0.22% active | AID 588549; in the data active means inhibition above about 8.5%, passing the limit was not always enough
# GDH-TPI inh: counter-screen for M. tuberculosis FBA inhibitors: GDH-TPI coupled enzymes; inhibition, % at 4.8 µM; GDH-TPI coupled enzyme counterscreen, NADH absorbance; 360,000 tested, 1.2% active;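 further: 0% = DMSO wells and 100% = wells lacking the enzyme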
# Mtb UGM inh: inhibitors of M. tuberculosis UDP-galactopyranose mutase | 320,000 tested, 0.06% active | inhibition, % at 10 µM | purified UGM, fluorescence polarization probe displacement | P9WIQ1; in the data active means inhibition above about 10%, passing the limit was not always enough
# Target sequence (P9WIQ1 whole entry, looked up): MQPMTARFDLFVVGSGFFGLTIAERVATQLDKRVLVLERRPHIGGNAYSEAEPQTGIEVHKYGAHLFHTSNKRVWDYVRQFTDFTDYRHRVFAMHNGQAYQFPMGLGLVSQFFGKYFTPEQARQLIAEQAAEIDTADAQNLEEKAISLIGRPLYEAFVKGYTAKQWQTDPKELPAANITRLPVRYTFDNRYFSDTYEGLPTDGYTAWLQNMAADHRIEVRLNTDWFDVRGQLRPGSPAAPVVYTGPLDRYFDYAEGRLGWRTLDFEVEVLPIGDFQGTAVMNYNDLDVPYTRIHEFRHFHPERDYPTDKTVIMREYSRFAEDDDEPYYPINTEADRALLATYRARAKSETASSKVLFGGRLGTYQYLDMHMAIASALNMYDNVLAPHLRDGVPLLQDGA
# Mtb BioA inh: blocks M. tuberculosis BioA enzyme activity; purified M. tuberculosis BioA enzyme, plate reader; inhibition, % at 9.99 µM; 360,000 tested, 0.096% active; AID 602481; in the data active means inhibition above about 40%
# Mtb FBA inh: inhibits M. tuberculosis FBA enzyme | purified M. tuberculosis FBA, fluorescence read-out | 360,000 tested, 2.3% active | inhibition, % at 1 µM; in the data active means inhibition above about 27%;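 further: 0% = vehicle and 100% = reference inhibitor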
# Target sequence (P9WQA3 whole entry, looked up): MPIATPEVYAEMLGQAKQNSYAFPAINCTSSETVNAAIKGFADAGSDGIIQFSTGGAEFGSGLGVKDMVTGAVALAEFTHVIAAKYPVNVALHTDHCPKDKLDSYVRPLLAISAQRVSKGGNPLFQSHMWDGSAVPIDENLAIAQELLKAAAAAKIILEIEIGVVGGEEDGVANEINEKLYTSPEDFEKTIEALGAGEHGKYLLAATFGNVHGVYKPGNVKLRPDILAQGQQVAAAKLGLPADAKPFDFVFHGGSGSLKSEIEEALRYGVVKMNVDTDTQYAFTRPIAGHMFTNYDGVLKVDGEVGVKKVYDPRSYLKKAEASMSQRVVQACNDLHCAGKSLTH
# BoNT F protease: blocks Botulinum neurotoxin F light chain protease. Multiplex microsphere protease cleavage assay, flow cytometry. inhibition, % at 10 µM. 360,000 tested, 0.22% active. AID 588497; in the data active means inhibition above about 35%, passing the limit was not always enough; further: plate controls were buffer without enzyme for full effect and enzyme alone for no effect
# PrPC TRFRET: reduces human prion protein on the cell surface; P04156; 370,000 tested, 0.43% active; inhibition, % at 13.8 µM; cell surface PrPC, TR-FRET read-out; AID 720596; in the data active means inhibition above about 24%; further: 0% = median of the test wells and 100% = reference compound wells
# * = called active by the depositor; / = not tested or not shown; + = active, no number; & = joins results of further samples. Unless noted, no stated cut-off is given here; in the data, active means inhibition above about 30%; inactive means the rest.
no.	SMILES	Mtb UGM inh	Mtb FBA inh	GDH-TPI inh	CCHFV vOTU inh	FadD28 binding	BoNT F protease	Mtb BioA inh	PrPC TRFRET	BoNT-A LC inh2
1	OC(CC1CC12c1ccccc1-c1ncccc12)(c1ccccc1)c1ccccc1 (configuration not stated)	2.6	5	3	16	-2.0	2	-2.1	16	0.0
2	C/C(=N\NC(=O)c1nnn(-c2nonc2N)c1CN1CCC(C)CC1)c1ccc(Br)cc1	/	0	6	-8	-3.3	-1	-0.6	4	0.1
3	CCOC(=O)C1(C(F)(F)F)N=C(C(F)(F)F)Nc2cc(C)c(C)cc21 (configuration not stated)	-0.2	0	11	14	-0.6	4	/	2	0.2
4	CCCn1nc(C(=O)Oc2ccc3c(C)cc(=O)oc3c2)c2ccccc2c1=O	0.3	+	6	-380	-2.2	-21	-0.6	5	-3.2
5	Cc1ccc2nc(SCC(=O)N(CC(C)C)c3c(N)n(CC(C)C)c(=O)[nH]c3=O)[nH]c2c1	0.1	1	0	25	-3.2	-1	-2.7	-1	0.5
6	CCn1c(CCC(=O)N(C)CC(=O)Nc2cccc(F)c2)nc2cc(S(=O)(=O)N(C)C)ccc21	2.0	-1	4	-14	-1.6	1	/	2	1.5
7	Cn1c2c(c(=O)n(C)c1=O)C(c1cc3c(cc1Br)OCO3)CC(=O)N2 (configuration not stated)	0.4	0	6	-6	-1.0	-10	-0.2	0	0.0
8	CCCNc1cc(C)c(C#N)c2nc3ccccc3n12	-1.7	69*	14	-30	-3.4	1	-0.5	4	-0.2
9	CCN(C=NC1=NN(c2cccc(C(F)(F)F)c2)CC1)CC	-1.2	2	17	8	-1.9	-7	0.7	-6	-0.7
10	COc1ccccc1C(=O)COC(=O)Cc1n[nH]c(=O)c2ccccc12	5.5	0	-1	-11	-2.7	-5	/	2	1.6
11	CCOC(=O)C1CCN(S(=O)(=O)c2ccc(NC(=O)OC)cc2)CC1	-1.3	-4	6	0	-0.5	-11	2.9	-2	0.9
12	CCCCCC(=O)NC(=S)NNC(=O)CC	0.7	1	12	-20	1.1	-1	/	-7	0.7
13	O=c1cc(NC2CCCCC2)c2ccccc2o1	-0.6	2	3	8	0.1	-2	8.6	4	-0.6
14	COc1ccc(OC)c(-n2nnnc2SCC(=O)Nc2ccc(C(=O)N3CCCCC3)cc2)c1	1.2	1	0	-9	-4.9	-14	0.3	1	-0.1
15	COc1ccc(C(=O)C2CCN(C(=O)Nc3ccc(C)cc3)CC2)cc1	1.5	-4	-9	17	-1.6	-1	-1.3	-2	-1.3
16	CCc1cccc2sc(NC(=O)C3CC3)nc12	0.1	-1	-3	21	-2.6	-7	-1.2	6	-0.4
17	O=C(C1=C(O)C(=O)N(c2nc3ccc(Cl)cc3s2)C1c1ccco1)c1ccco1 (configuration not stated)	4.4	1	11	22	-8.5	-4	-0.8	-2	-1.3
18	CCOC(=O)C1C(=O)Nc2nc(C)nn2C1c1ccccc1 (configuration not stated)	-2.5	-2	6	-5	-1.1	-3	-1.2	-4	1.0
19	Cc1cccc(C2N(c3ccc(F)cc3)C(=O)C3CCCN32)c1 (configuration not stated)	-3.5	2	19	1	0.0	-2	-4.0	8	0.0
20	Cc1ccc(NC(=O)CSc2nc(N)cc(N)n2)cc1S(=O)(=O)N1CCOCC1	-2.8	0	-4	-10	-3.3	-3	1.9	-1	-0.8
21	CCCC(=O)NC(c1ccc(N(C)C)cc1)c1c(O)ccc2ccccc12 (configuration not stated)	/	5	1	16	-4.1	6	-4.1	6	1.1
22	CCCCCc1nnc(N)s1	0.6	2	6	-3	-1.1	-1	-2.5	-9	-1.0
23	COc1cccc(C(=O)Nc2cc(C)nn2-c2ccccc2)c1OC	0.9	-1	0	8	-0.3	8	0.4	-3	0.7
24	Cc1nc(SCC(=O)N2CCCCCC2)[nH]c(=O)c1C	-5.8	0	-3	-3	-3.1	6	/	3	5.1

# Part of the list above in order of number of heavy atoms, low to high:
no.	SMILES	Mtb UGM inh	Mtb FBA inh	GDH-TPI inh	CCHFV vOTU inh	FadD28 binding	BoNT F protease	Mtb BioA inh	PrPC TRFRET	BoNT-A LC inh2
22	CCCCCc1nnc(N)s1	0.6	2	6	-3	-1.1	-1	-2.5	-9	-1.0
12	CCCCCC(=O)NC(=S)NNC(=O)CC	0.7	1	12	-20	1.1	-1	/	-7	0.7
16	CCc1cccc2sc(NC(=O)C3CC3)nc12	0.1	-1	-3	21	-2.6	-7	-1.2	6	-0.4
13	O=c1cc(NC2CCCCC2)c2ccccc2o1	-0.6	2	3	8	0.1	-2	8.6	4	-0.6
24	Cc1nc(SCC(=O)N2CCCCCC2)[nH]c(=O)c1C	-5.8	0	-3	-3	-3.1	6	/	3	5.1
18	CCOC(=O)C1C(=O)Nc2nc(C)nn2C1c1ccccc1 (configuration not stated)	-2.5	-2	6	-5	-1.1	-3	-1.2	-4	1.0
19	Cc1cccc(C2N(c3ccc(F)cc3)C(=O)C3CCCN32)c1 (configuration not stated)	-3.5	2	19	1	0.0	-2	-4.0	8	0.0
23	COc1cccc(C(=O)Nc2cc(C)nn2-c2ccccc2)c1OC	0.9	-1	0	8	-0.3	8	0.4	-3	0.7
10	COc1ccccc1C(=O)COC(=O)Cc1n[nH]c(=O)c2ccccc12	5.5	0	-1	-11	-2.7	-5	/	2	1.6
21	CCCC(=O)NC(c1ccc(N(C)C)cc1)c1c(O)ccc2ccccc12 (configuration not stated)	/	5	1	16	-4.1	6	-4.1	6	1.1
17	O=C(C1=C(O)C(=O)N(c2nc3ccc(Cl)cc3s2)C1c1ccco1)c1ccco1 (configuration not stated)	4.4	1	11	22	-8.5	-4	-0.8	-2	-1.3
14	COc1ccc(OC)c(-n2nnnc2SCC(=O)Nc2ccc(C(=O)N3CCCCC3)cc2)c1	1.2	1	0	-9	-4.9	-14	0.3	1	-0.1

# Continued:
no.	SMILES	Mtb UGM inh	Mtb FBA inh	GDH-TPI inh	CCHFV vOTU inh	FadD28 binding	BoNT F protease	Mtb BioA inh	PrPC TRFRET	BoNT-A LC inh2
25	COC(=O)CNC(=O)COC(=O)/C=C/c1ccc2ccccc2n1	-1.1	4	9	8	-4.1	9	/	-4	0.0
26	CCOC(=O)C1=C(CNCCc2ccc(Cl)cc2)NC(=O)NC1c1cccc([N+](=O)[O-])c1 (configuration not stated)	-1.8	0	0	16	-2.2	-4	-1.9	11	2.3
27	CCCCC(c1nnnn1CC1CCCO1)N1CCN(c2cccc(C)c2C)CC1 (configuration not stated)	1.6	0	5	6	-3.4	-10	0.0	17	0.1
28	COc1ccc(CC(=O)NC(c2ccccc2)c2ccccc2)cc1S(=O)(=O)N1CCOCC1	1.1	3	10	-1	-0.2	22	0.2	11	0.2
29	C[C@H](CO)N1C[C@H](C)[C@@H](CN(C)Cc2ccc(Cl)c(Cl)c2)Oc2c(NC(=O)C3CC3)cccc2C1=O	5.5	0	6	1	-6.6	-4	4.4&14	7	-0.1
30	Cc1ccc(OCC(=O)Nc2ccc(N3CCN(C(=O)c4ccco4)CC3)cc2)cc1	0.9	2	12	-2	1.1	-10	/	0	0.9
31	O=C(N1CCN(c2ncccn2)CC1)C12CC3CC(CC(C3)C1)C2	2.2	0	12	-6	-1.4	-2	/	-3	-0.4
32	O=C(CSc1nc2ccccc2[nH]1)c1ccccc1F	0.5	-5	-6	14	-1.0	0	-0.1	-2	0.0
33	CCOCCCNCc1cc(Br)ccc1OCC	0.1	0	7	-6	-1.7	-8	-0.8	-2	-0.2
34	COC(=O)CCN1CCC2CC1c1cc(Cl)ccc12 (configuration not stated)	/	-1	-1	8	-1.0	-10	0.8	-4	-0.6
35	CN1CCN(Cc2nc3ccccc3c(=O)n2Cc2nc(-c3ccccc3F)cs2)CC1	-1.7	-3	-10	-6	-4.6	-2	-1.4	4	1.4
36	C=CCNC(=S)NNC(=O)COc1c(Cl)cc(Cl)cc1Cl	1.0	-2	-1	-6	-0.2	-4	0.3	-1	-0.3
37	COC(=O)c1cnc(SCc2ccc(Cl)cc2)n1C	-1.8	1	7	-13	-0.1	-1	/	6	-0.8
38	CC(C)NC(=O)C1COc2ccccc2O1 (configuration not stated)	-2.7	-4	2	-8	-1.4	-4	/	3	0.0
39	O=C(c1cccc([N+](=O)[O-])c1)N1CCN(C(=O)c2ccco2)CC1	1.7	-1	-2	-18	-0.7	1	2.5	-5	-0.4
40	COC(=O)C1=C(c2ccc(S(C)(=O)=O)cc2)C[C@@H]2CC[C@H]1N2C(=O)NCCNC(C)=O	-1.6	8	10	3	-3.2	-4	-1.4	4	0.1
41	C/C(=N\OCC(=O)OC(C)C(=O)Nc1ccc(C(N)=O)cc1)c1ccc2c(c1)OCO2 (configuration not stated)	2.7	-1	9	17	-0.5	0	1.1	0	0.1
42	Cc1nn(CC(=O)N(C)C)c(=O)c2ccccc12	3.2	1	-2	-8	-2.7	1	0.3	2	0.8
43	COc1ccc(/C=N/NC(=O)c2ccc(-n3cnnn3)cc2)cc1	/	-1	25	11	-3.2	6	-0.4	-7	3.8
44	CCOC(=O)C1CCCN(C(=S)NC2CCCC2)C1 (configuration not stated)	-1.3	-5	2	-1	1.4	-6	/	4	-1.0
45	COc1ccc(CNC(=O)CCCn2nc(C)n3c(cc4sccc43)c2=O)cc1	-1.4	-3	6	4	1.4	10	1.8	5	-1.0
46	Cc1ccccc1S(=O)(=O)N1CCN(c2ccc3c(c2)C2CC3CCN2C(=O)OCc2ccccc2)CC1 (configuration not stated)	/	-2	/	-5	-1.6	-1	-2.1	-11	-0.3
47	Cc1c(NC(=O)Nc2ccc(Cl)cc2Cl)c(=O)n(-c2ccccc2)n1C	0.6	3	-6	7	-2.3	-2	/	6	-0.6
48	CCOc1ccc(CC(=O)N2CCN=C2SCc2ccc([N+](=O)[O-])cc2)cc1	-0.3	1	3	0	-1.4	-3	/	8	-1.0
49	COc1ccc(N(CC(=O)NCCc2ccccc2)C(=O)CCC(=O)Nc2nccs2)cc1	0.5	1	1	8	-1.3	8	/	-5	-1.4
50	CCc1cc2c(=O)n(Cc3ccco3)c(SCc3c(C)noc3C)nc2s1	1.0	6	0	9	-0.9	-27	0.0	6	-0.4
51	CN(Cc1ccon1)Cc1cn[nH]c1-c1ccc(-c2ccccc2)cc1	-1.4	0	0	1	-2.9	-2	/	-2	-0.2
52	CC(=O)c1cccc(Nc2nc3ccccc3n3cnnc23)c1	1.4	-1	19	5	-5.8	-28	-2.7	1	-1.7
53	CCN(CC)C(=O)/C=C/c1ccccc1	1.3	-1	-3	7	-2.1	-3	0.4	-2	0.5
54	CCOC(=O)c1c(C)[nH]c(C)c1S(=O)(=O)NC(C)Cc1ccco1 (configuration not stated)	-2.7	2	-6	1	-4.3	9	0.8	-4	-1.2
55	CCc1nc(SCC(=O)Nc2ccccc2Cl)n[nH]1	-0.5	-2	0	11	/	0	-0.7	-4	-1.0
56	N#Cc1ccc(S(=O)(=O)N2CCN(C(=O)C3CC(=O)N(c4ccc5c(c4)OCCO5)C3)CC2)cc1 (configuration not stated)	2.3	-1	7	4	-2.5	2	0.0	-4	-0.1
